Texas Red fluor: qHTS Assay for Spectroscopic Profiling in Texas Red Spectral Region; actives 0.06% (n = 59,000); AID 587, 2007; max dye-equivalent concentration, M; Compound fluorescence, Texas Red channel, 547/618 nm; hits give high values; in the data active means max dye-equivalent concentration above about 10 nM; inconclusive means between about 1.1 nM and that limit
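Compound fluorescence was read after 15 min at room temperature in 100 mM Tris, pH 8.0, using 547 nm excitation and 618 nm emission across a concentration series. It was expressed as Texas Red dye-equivalent concentration from an on-plate standard curve.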
Fluorescein fluor: qHTS Assay for Spectroscopic Profiling in Fluorescein Spectral Region. actives 0.91% (n = 59,000). Compound autofluorescence, 480/540 nm, fluorescein-equivalent; hits give high values. max fluorescein-equivalent concentration, M; in the data active means max fluorescein-equivalent concentration above about 10 nM; inconclusive means between about 1.1 nM and that limit
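In this qHTS profile, compound fluorescence was measured with a 480 nm/540 nm filter pair following a 15-min room-temperature incubation in 100 mM Tris (pH 8.0). A six-point fluorescein series on each plate served for normalization.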
A350 autofl: qHTS Assay for Spectroscopic Profiling in A350 Spectral Region | Compound autofluorescence, 340/450 nm, Alexa 350 dye-equivalents; hits give high values | AID 590, 2007 | max dye-equivalent concentration, M | actives 11% (n = 59,000); in the data active means max dye-equivalent concentration above about 10 nM; inconclusive means mostly about 1.1 nM to 9.6 nM
Casp7 inh: qHTS Assay for Allosteric/Competitive Inhibitors of Caspase-7. P55210. recombinant caspase-7, Ac-DEVD-AFC fluorescence rate. Potency, µM (highest dose often 57.5 µM), for inactives: top-dose activity change, negative = inhibition, most hits filed as inhibitors. actives 0.02% (n = 75,000). AID 889, 2007; active means well fitted inhibition curve with a large enough effect in the main read-out, with a control signal flat, not every such curve was filed as active; inconclusive means small, poorly fitted or top-dose-only effect, or a change in a side signal; further: potency means the concentration at half of the fitted maximal effect; % of control where 0% means no effect
4MU fluor: qHTS Assay for Spectroscopic Profiling in 4-MU Spectral Region; compound autofluorescence, 340/450 nm, 4-MU equivalents; hits give high values; max dye-equivalent concentration, M; actives 11% (n = 59,000); AID 589, 2007; in the data active means max dye-equivalent concentration above about 10 nM; inconclusive means mostly about 1.1 nM to 9.6 nM
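Compounds in 100 mM Tris, pH 8.0, sat 15 min at room temperature before fluorescence was read at 340 nm excitation/450 nm emission; a per-plate six-point 4-MU standard curve converted signals to dye-equivalent concentration at each compound concentration.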
BRCT inh red: qHTS Assay for Inhibitors of BRCT-Phosphoprotein Interaction (Red Fluorophore). actives 0.03% (n = 75,000). Breast cancer type 1 susceptibility protein (Homo sapiens), P38398. Potency, µM (series often up to 76.9 µM), for the others: at the top dose activity change, negative = inhibition, most hits filed as inhibitors. AID 892, 2007. BRCT-phosphopeptide binding, red fluorescence polarization; further: on the % scale 0 is the no-effect control and ±100 the full control effect
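Fluorescence polarization: 100 nM His-tagged BRCA1 BRCT with 100 nM TAMRA-labelled phospho-BACH1 decapeptide, phosphate buffer pH 7.3 with 150 mM NaCl, DTT, 0.01% Tween 20; 12 min RT. Binding inhibition seen as FP decrease.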
Caspase-1 inhib: qHTS Assay for Allosteric/Competitive Inhibitors of Caspase-1; P29466; AID 900, 2007; Potency, µM (series often up to 57.5 µM), without a hit: at the highest dose activity change, negative = inhibition, most hits filed as inhibitors; Caspase-1 enzyme, Ac-WEHD-AFC fluorogenic rate; actives 0.03% (n = 75,000);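 further: potency means the concentration at half of the fitted maximal effect; plate controls were vehicle for no effect and no substrate for full effect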
Target sequence (P29466 120-297 limits assumed): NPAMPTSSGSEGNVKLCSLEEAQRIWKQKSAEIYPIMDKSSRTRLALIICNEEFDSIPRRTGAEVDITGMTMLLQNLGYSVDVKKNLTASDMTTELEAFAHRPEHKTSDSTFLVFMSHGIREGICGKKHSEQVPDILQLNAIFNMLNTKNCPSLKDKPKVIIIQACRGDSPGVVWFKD
Target sequence (P29466 317-404 limits assumed): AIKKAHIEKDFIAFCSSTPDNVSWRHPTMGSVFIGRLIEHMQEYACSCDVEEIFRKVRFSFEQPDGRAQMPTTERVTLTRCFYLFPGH
HEK293 cAMP cs: qHTS Assay for Agonists of the Thyroid Stimulating Hormone Receptor: Activators of Intracellular cAMP Concentrations in Parental HEK 293; actives 2.5% (n = 73,000); Potency, µM (top dose mostly 57.1 µM), without a hit: top-dose activation, usual class: activators; parental HEK293 CNG cAMP sensor, membrane potential fluorescence; further: potency means the concentration at half of the fitted maximal effect; % of control where 0% means no effect; nearly all actives have a fitted effect of over 55% in size
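Counterscreen for endogenous-receptor signalling: CNG-channel HEK 293 cells report cAMP rise by membrane depolarization. After 60 min dye equilibration with 100 uM RO 20-1724, compounds incubated 30 min before bottom-read fluorescence at 590 nm.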
USP2a inh: qHTS Assay for Inhibitors of Ubiquitin-specific Protease USP2a | AID 927, 2007 | USP2a enzymatic assay, qHTS inhibition | Potency, µM (doses to about 38.3 µM), for the others: top-dose activity change, negative = inhibition, hits mostly inhibitors | actives 0.1% (n = 60,000);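 further: potency means the concentration at half of the fitted maximal effect; nearly all actives have a fitted effect of over 60% in size; plate controls were DMSO for no effect and NEM full inhibition control for full effect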
Target sequence (O75604 whole entry, looked up): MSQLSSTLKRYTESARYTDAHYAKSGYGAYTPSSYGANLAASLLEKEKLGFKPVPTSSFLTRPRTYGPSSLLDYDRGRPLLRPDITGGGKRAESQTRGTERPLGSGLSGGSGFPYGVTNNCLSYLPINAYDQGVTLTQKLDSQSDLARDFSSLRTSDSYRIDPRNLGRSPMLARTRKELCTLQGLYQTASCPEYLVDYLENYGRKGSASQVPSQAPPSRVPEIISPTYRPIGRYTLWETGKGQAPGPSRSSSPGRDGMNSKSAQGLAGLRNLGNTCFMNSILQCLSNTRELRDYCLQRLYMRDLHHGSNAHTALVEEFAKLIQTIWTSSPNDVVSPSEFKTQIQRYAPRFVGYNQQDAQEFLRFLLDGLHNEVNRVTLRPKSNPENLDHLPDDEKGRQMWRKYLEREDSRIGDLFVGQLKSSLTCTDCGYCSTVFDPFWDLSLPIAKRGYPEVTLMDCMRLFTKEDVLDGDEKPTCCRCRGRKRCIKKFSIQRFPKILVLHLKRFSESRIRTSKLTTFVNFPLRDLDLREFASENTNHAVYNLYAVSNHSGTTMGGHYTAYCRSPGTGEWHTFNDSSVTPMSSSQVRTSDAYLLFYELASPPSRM
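Coupled readout: USP2-cleaved Ub-PLA2 (20nM final) turns over NBD C6-HPC (20uM final), Ex 460nm/Em 535nm after 2.5 h, time-zero read flagging artifacts. Enzyme (20nM final, pH 8.0 Tris) given 30 min RT with compound first; NEM defines full inhibition.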
Rhodamine fluor: qHTS Assay for Spectroscopic Profiling in Rhodamine Spectral Region; Rhodamine-region fluorescence, 547/598 nm, Tris buffer; hits give high values; max dye-equivalent concentration, M; actives 0.05% (n = 59,000); AID 594, 2007; in the data active means max dye-equivalent concentration above about 11 nM; inconclusive means between about 1.1 nM and that limit
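Compound fluorescence in 100 mM Tris, pH 8.0, read after 15 min at room temperature with 547 nm excitation and 598 nm emission. Output is dye-equivalent concentration from an on-plate rhodamine standard series.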
BRCT inh green: qHTS Assay for Inhibitors of BRCT-Phosphoprotein Interaction (Green Fluorophore). Breast cancer type 1 susceptibility protein (Homo sapiens), P38398. BRCA1 BRCT-phosphopeptide binding, green fluorescence polarization. Potency, µM (highest dose often 76.9 µM), for the others: top-dose activity change, negative = inhibition, hits mostly inhibitors. actives 0.05% (n = 75,000). AID 875, 2007;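 further: potency means the concentration at half of the fitted maximal effect; plate controls were peptide without protein for full effect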
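Compounds were incubated for 12 min at room temperature with a complex of 100 nM fluorescein-tagged pBACH1 decapeptide and 250 nM His-tagged BRCT protein. Buffer was phosphate pH 7.3 with EDTA, DTT and Tween 20. Disruption of binding lowers the polarization signal.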
Numbers without * were called inactive; i = inactive; u = inconclusive; x = no result given; & = joins results of further samples; [ ] = another dose, or the depositor's remark. Unless noted, the call rests on the fitted dose curve; in most records, active means well fitted curve in the direction sought with a large enough effect; inconclusive means small, poorly fitted or top-dose-only effect, or another doubt; inactive means no such curve, though single readings can be large; an effect the other way counts as inactive or inconclusive. An excerpt; rates above refer to the full screens.

SMILES	Texas Red fluor	Fluorescein fluor	A350 autofl	Casp7 inh	4MU fluor	BRCT inh red	Caspase-1 inhib	HEK293 cAMP cs	USP2a inh	Rhodamine fluor	BRCT inh green
COc1ccc(C2C3=C(CC(C)(C)CC3=O)Oc3ncn(CC(C)C)c(=N)c32)cc1 (stereo unspecified)	i	i	u	-3%	i	-0.7%	-4%	-30%[inhibitor]	22%	i	4.1%
CCCCC(=O)NCCc1cc2c(C)ccc(C)c2[nH]c1=O	x	x	x	-11%	x	-0.6%	-9%	-3%	x	x	2.4%
O=C(Nc1ccc(Cl)cc1)Nc1ccccc1C(=O)NCc1ccco1	i	i	1.2e-08M*	0%	1.1e-08M*	-3.5%	0%	-10%	4%	i	1.5%
Cc1nc2ccc3nc(NC(=O)c4ccc5c(c4)OCCO5)sc3c2s1	i	u	u	0%	u	-1.4%	-1%	1%	12%	i	2.1%
O=C(CN1C(=O)c2ccccc2S1(=O)=O)N1CCc2ccccc21	i	i	i	0%	i	2.8%	1%	-5%	-8%	i	-1.2%
COc1ccc2c(c1)N(CC[C@H]1CCCCN1C)c1ccccc1S2	u	i	i	-2%[11.5 µM]	i	-0.3%[15.4 µM]	3%[11.5 µM]	-9%[11.4 µM]	x	i	0.7%[15.4 µM]
O/N=C1/CCCCC1c1ccccn1 (stereo unspecified)	i	i	i	-1%	i	-0.2%	-4%	-4%	-1%	i	-0.7%
c1ccc(-c2nnc(CSc3nnc(-c4cccs4)o3)o2)cc1	u	u	i	-7%	i	-0.4%	0%	21%	14%	i	6.7%
COc1ccc2c(=O)c(N3C(=O)c4ccccc4C3=O)c(C)oc2c1	x	x	x	-1%	x	-0.2%	-3%	19%	x	x	-3.4%
O=S(=O)(N1CCOCC1)n1c(Cc2ccccc2)nc2ccccc21	i	u	i	2%	i	0.2%	-1%	u	-9%	i	-1.4%
CN(C)CCCNC(=O)c1ccc(-c2ccccc2)cc1	i	u	i	0%	i	0.6%	-1%	18%	-7%	i	-1.8%
CCN(CC)S(=O)(=O)c1cccc(C(=O)NCC(=O)OCC(=O)NCc2ccccc2)c1	i	u	i	-2%	i	-0.4%	1%	6%	23%	i	0.2%
Cc1nc2ccc(NC(=O)N3CCOCC3)cc2s1	i	i	u	-5%	u	0.6%	-4%	4%	-10%	i	-2.1%
O=C1c2ccccc2C(Nc2ccc3c(c2)OCCO3)N1Cc1ccc2c(c1)OCO2 (stereo unspecified)	x	x	x	-2%	x	0.9%	-5%	16%	x	x	0.7%
CC1=C(C(=O)NCc2ccccn2)C2(CCC(C)CC2)OC1=O (stereo unspecified)	x	x	x	-2%	x	0.4%	0%	u	x	x	-4.3%
COCCn1c(C)cc(C(=O)CSc2nc(C)nc3sc4c(c23)CCC4)c1C	i	i	i	-2%	i	-0.4%	1%	u	9%	i	0.0%
CCC12CC3CC(C1)CC(C(=O)O)(C3)C2	x	x	x	2%	x	0.1%	-1%	1%[11.4 µM]	-1%[7.66 µM]	x	-1.7%
CCCCCNC(=O)c1ccc2c(=O)n(CC3CCCO3)c(=O)[nH]c2c1 (stereo unspecified)	i	i	2.2e-08M*	-3%	2.3e-08M*	-1.9%	-1%	3%	3%	i	-1.4%
O=C(CN1C(=O)COc2ccccc21)N(Cc1ccccc1)Cc1ccccn1	i	i	i	2%	i	-1.4%	-1%	u	5%	i	0.8%
O=C(CSc1ncccn1)NCc1ccccc1Cl	i	u	u	1%	i	1.8%	1%	4%	10%	i	-1.2%
COc1ccccc1NC(=O)N1CCc2[nH]c3ccc(F)cc3c2C1	i	u	3.3e-07M*	-1%	3.1e-07M*	1.1%	-5%	23%	2%	i	0.2%
O=C(Nc1c(F)cc(F)cc1Br)c1cc(-c2ccc(O)cc2)on1	x	x	x	-4%	x	0.5%	1%	3%	x	x	2.5%
CN(Cc1ccccc1)c1nc2c(c(=O)[nH]c(=O)n2C)n1CCOc1ccccc1	i	u	i	1%	i	-1.2%	0%	0%	-21%	i	-3.5%
O=C(COC(=O)c1cccs1)NCCN1C(=O)CSC1=O	i	u	i	-1%	i	-1.1%	0%	2%	0%	i	-3.4%
C/C(=C\[C@@H](NP(=O)(c1ccccc1)c1ccccc1)c1ccccc1)CO[Si](c1ccccc1)(c1ccccc1)C(C)(C)C	x	x	x	-1%	x	0.6%	-1%	17%	x	x	-2.9%
CCOC(=O)CC(=O)CSc1ccc2nnc(-c3ccccc3)n2n1	i	i	u	-2%	u	-0.8%	-1%	12%	25%	i	-0.7%
CCOc1ccc(CC2S/C(=N/c3ccccn3)NC2=O)cc1 (stereo unspecified)	i	i	i	-3%	i	0.0%	2%	17%	x	i	-3.4%
Cn1c(=O)c2c(ncn2CC(=O)OCC(=O)NC2CCCc3ccccc32)n(C)c1=O (stereo unspecified)	i	i	i	-1%	i	0.7%	1%	1%	-2%	i	-0.5%
Cc1ccc(S(=O)(=O)N[C@H]2COC(=O)CC=C[C@@H](C)[C@H]3C=C[C@H](O)[C@@H](COC(=O)CC=C[C@H]2C)O3)cc1	x	x	x	-1%&1%[11.5 µM]	x	1.0%&1.1%[15.4 µM]	0%&-1%[11.5 µM]	-2%&3%[11.4 µM]	x	x	-2.0%&-1.8%[15.4 µM]
O=C(Cn1ncc2c1-c1ccccc1OC2)N1CCN(c2ccccn2)CC1	x	x	x	-2%	x	-0.3%	1%	3%	x	x	-1.8%
CN(C)c1cccc(C(=O)n2cc(C(=O)c3cc(F)ccc3O)cn2)c1	i	i	1.6e-08M*	-1%	u	-0.9%	-1%	-11%	7%	i	-5.1%
Cc1cc(Cl)c(S(=O)(=O)Nc2ccon2)cc1OCC(=O)NC1CCCCC1	i	u	u	-1%	u	1.5%	-1%	10%	-1%	i	-1.6%
CCc1nnc(NC(=O)CCC(=O)NCC2CCCO2)s1 (stereo unspecified)	i	u	i	1%	i	0.2%	0%	6%	-6%	i	-1.9%
CC(/C=N/n1cnnc1)=C\c1ccco1	u	i	u	-5%	i	-0.9%	-9%	-8%	-3%	i	0.3%
CCN(CC(=O)NCc1ccccn1)S(=O)(=O)c1ccc(Cl)cc1	i	i	i	-3%	i	1.6%	-1%	0%	-2%	i	-1.4%
Nc1nc(CN2CCN(Cc3ccccc3)CC2)nc(Nc2ccc3c(c2)OCCO3)n1	i	i	i	-2%	i	0.9%	-3%	0%	34%[activator]	i	-2.3%
COc1ccccc1NC(=O)Nc1c(C)n(C)n(-c2ccccc2)c1=O	i	i	i	1%	i	-0.6%	2%	3%	4%	i	-3.6%
Cc1sc2nc(SCC(=O)N3CCOCC3)[nH]c(=O)c2c1C	x	x	x	-1%	x	0.3%	-3%	4%	x	x	-1.5%
N#C/C(=C\c1ccc(O)c(O)c1)S(=O)(=O)c1ccccc1	i	u	i	-10%	i	0.9%	-3%	5%	-12%	i	4.7%
O=C1[C@@H]2[C@@H](C(=O)N1c1ccc(OCc3ccccc3)cc1)[C@@H]1c3ccccc3[C@@H]2[n+]2ccccc21	i	i	i	-2%[11.5 µM]	i	1.1%[15.4 µM]	1%[11.5 µM]	5%[11.4 µM]	x	i	-2.1%[15.4 µM]
N=c1ccn2c(n1)OC1C(O)C(CO)OC12 (stereo unspecified)	x	x	x	-1%&0%	x	0.0%&0.6%	-5%&3%	x	-3%&-3%	x	-1.3%
CC(C)(C)c1cc(=O)n2c(C#N)c(C#N)nc2[nH]1	i	i	7.6e-08M*	0%	8e-08M*	-0.8%	-3%	7%	-2%	i	0.4%
COc1ccccc1NC(=O)CSc1ccc2nnc(-c3ccccn3)n2n1	x	x	x	-3%	x	-0.8%	-1%	u	x	x	1.6%
COCCNC(=O)C1c2cc(OC)c(OC)cc2C(=O)N(C)C1c1cccnc1 (stereo unspecified)	i	u	i	1%	i	0.1%	-2%	0%	-1%	i	-1.4%
CN(C)CCCCSC(=N)N	i	i	i	1%&-1%	i	1.0%&-4.3%	-2%&-1%	5%&-6%	-3%	i	-4.3%&-3.0%
CCOC(=O)CSc1nnc(CNC(=O)c2ccc(OC)cc2OC)n1-c1ccc(OC)cc1	u	i	i	0%	i	-0.6%	1%	6%	-1%	i	2.1%
Cc1cc2c(cc1C)NC(CC(=O)NCc1ccccc1)C(=O)N2 (stereo unspecified)	x	x	x	-22%	x	0.6%	-15%	2%	x	x	4.9%
O=C(CCC1COc2ccccc2O1)Nc1ccccn1 (stereo unspecified)	i	i	i	0%	i	-1.9%	0%	4%	3%	i	-1.3%
O=C(CN1CCN(c2ccc(Cl)cc2)CC1)Nc1cccc(F)c1	i	u	i	-3%	i	-2.3%	-1%	u	-5%	i	-3.9%
